From PubChem BioAssay
SIAH1 antagonists: blockers of Siah-1 interaction with plectin peptide – biochemical, fluorescence polarization, rhodamine-plectin, uHTS, primary screen (AID 1817). Siah-1 / rhodamine-plectin peptide fluorescence polarization; higher % means a stronger effect. displacement, % at 20 µM; hits with a dose series show IC50 in µM. 290,000 tested, 0.02% active;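 active = displacement of at least 50% at 20 µM, with a fluorescence ratio check between 0.3 and a set limit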;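 also: plate controls were Siah plus tracer with DMSO for no effect and tracer alone without Siah for full effect; strong numbers were not always called active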
GPR55 antagonists: GPR55 antagonists blocking LPI-driven arrestin recruitment, primary screen, imaging, U2OS, beta-arrestin-GFP, LPI agonist (AID 2013); U2OS GPR55 beta-arrestin-GFP translocation imaging, LPI antagonism; higher % means a stronger effect; inhibition, % at 10 µM; hits with a dose series show IC50 in µM; 290,000 tested, 0.13% active;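 active = spots per cell inhibited over 60%, with over 100 cells counted and total cytoplasm intensity under 500,000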;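 also: U2OS cells stably carrying GPR55 and arrestin-GFP stimulated by 5 µM LPI near EC80; imaged beta-arrestin-GFP aggregate spots per cell after agonist stimulation; plate controls were LPI-stimulated DMSO wells for no effect and DMSO wells without LPI for full effect; some results filed as inactive read as strong as hits; confirmed hits need IC50 under 10 µM and bright autofluorescent wells are also inconclusive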
AID2073: inhibitors of Mint1-CaV2.2 protein interaction, biochemical, HTRF (AID 2073) | HTRF protein-protein interaction, Mint1-CaV2.2; higher % means a stronger effect | one-dose inhibition, % at 20 µM; IC50 in µM for titrated hits | 290,000 tested, 0.19% active; in the data active = inhibition mostly above about 51%, no sharp cut-off; also: some results filed as inactive read as strong as hits
NOD1 inhibition: NOD1 signaling inhibitors, primary screen, cell-based, luminescence, uHTS (AID 1578) | NOD1-driven NF-kB luciferase reporter cells, luminescence; higher % means a stronger effect | inhibition, % at 4 µM; hits with a dose series show EC50 in µM | 290,000 tested, 1% active; in the data active = inhibition mostly above about 36%, no sharp cut-off; inactive = mostly below about 34%;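 also: HEK-293T reporter cells stimulated with the NOD1 agonist gamma-tri-DAP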
GPR55 activation: selective activators of receptor GPR55 – imaging, U2OS cells, beta-arrestin-GFP redistribution, primary screen (AID 1961); 290,000 tested, 0.048% active; U2OS GPR55 beta-arrestin-GFP redistribution imaging; higher % means a stronger effect; activation, % at 10 µM; hits with a dose series show EC50 in µM;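 active = activation above 40% with more than 50 cells counted in the well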;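 also: U2OS osteosarcoma cells stably expressing GPR55 and beta-arrestin-GFP; plate controls were DMSO negative control for no effect and LPI positive control for full effect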
KOR beta-arrestin-1: kappa opioid receptor blockers – cell-based, luminescence, uHTS (AID 1778). KOR beta-arrestin recruitment, luminescence, antagonist mode; higher % means a stronger effect. one-dose inhibition, % at 10 µM; IC50 in µM for titrated hits. 290,000 tested, 0.091% active; in the data active = inhibition above about 50%; also: strong numbers were not always called active
KOR beta-arrestin-2: kappa opioid receptor activators – cell-based, luminescence, uHTS, primary screen (AID 1777); 280,000 tested, 0.02% active; activation, % at 10 µM, or EC50 in µM where a hit was titrated; KOR beta-arrestin recruitment, luminescence; higher % means a stronger effect; in the data active = activation above about 50%, passing the limit was not always enough; also: a part of the inactive calls stands beside numbers as strong as those of hits
HIV peptide binding: inhibitors of HIV fusion peptide binding, primary screen, biochemical, uHTS, fluorescence dequenching (AID 1986) | cell-free peptide binding, fluorescence dequenching, 30 min; higher % means a stronger effect | inhibition, % at 20 µM; hits with a dose series show IC50 in µM | 290,000 tested, 0.3% active; in the data active = inhibition mostly above about 52%, no sharp cut-off; inactive = mostly below about 76%; also: some results filed as inactive read as strong as hits
GPR35 antagonists: GPR35 antagonists blocking zaprinast-driven arrestin recruitment, primary screen, imaging, U2OS, beta-arrestin-GFP, zaprinast agonist (AID 2058). U2OS GPR35 beta-arrestin-GFP translocation imaging, zaprinast antagonism; higher % means a stronger effect. inhibition, % at 10 µM, or IC50 in µM where a hit was titrated. 290,000 tested, 0.052% active;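 active = inhibition of at least 50% with at least 30 cells and total cytoplasm GFP at most 10,000,000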
Active calls of the source: *; [ ] = another dose, or the depositor's remark. Not all compounds are listed, so the mix of outcomes need not match the whole.

How did Cc1ccc2oc(C(=O)N3CCN(CCO)CC3)c(C)c2c1 do in these assays?
SIAH1 antagonists: 5.3%; GPR55 antagonists: -5.1%; AID2073: 6.1%; NOD1 inhibition: -8.5%; GPR55 activation: -0.1%; KOR beta-arrestin-1: -8.8%; KOR beta-arrestin-2: 4.5%; HIV peptide binding: 0.5%; GPR35 antagonists: 11.7%

Results for COc1ccc(C)cc1NC(=O)CN(c1ccccc1F)S(C)(=O)=O ?
SIAH1 antagonists: -1.7%; GPR55 antagonists: 6.0%; AID2073: 1.3%; NOD1 inhibition: -28.5%; GPR55 activation: -0.2%; KOR beta-arrestin-1: 1.0%; KOR beta-arrestin-2: -2.6%; HIV peptide binding: 1.8%; GPR35 antagonists: -4.3%

Results for Cc1ccc(CCNS(=O)(=O)c2cc3c(cc2C)n(C)c(=O)c(=O)n3C)cc1 ?
SIAH1 antagonists: 1.8%; GPR55 antagonists: -11.9%; AID2073: 7.7%; NOD1 inhibition: -6.0%; GPR55 activation: -0.3%; KOR beta-arrestin-1: 10.7%[20 µM]; KOR beta-arrestin-2: -6.3%; HIV peptide binding: -1.3%; GPR35 antagonists: 3.0%

Results for Cc1cc(C)nc(SCc2ccc(C(=O)N/N=C/C3CCCCC3)cc2)n1 ?
SIAH1 antagonists: -3.6%; GPR55 antagonists: -0.6%; AID2073: -6.9%; NOD1 inhibition: -12.1%; GPR55 activation: -0.3%; KOR beta-arrestin-1: 11.9%; KOR beta-arrestin-2: -1.6%; HIV peptide binding: -3.4%; GPR35 antagonists: 1.7%

What do the screens show for `COc1cc2c(cc1OC)CN(Cc1cc(OC)c(O)c(OC)c1)CC2`?
SIAH1 antagonists: -3.4%; GPR55 antagonists: -2.9%; AID2073: 6.5%; NOD1 inhibition: -31.6%; GPR55 activation: -0.1%; KOR beta-arrestin-1: -2.9%; KOR beta-arrestin-2: -0.5%; HIV peptide binding: -2.2%; GPR35 antagonists: -3.3%

Results for COc1ccc(N2CCN(C(=O)CCS(=O)(=O)c3cccc4nsnc34)CC2)cc1 ?
SIAH1 antagonists: -5.2%; GPR55 antagonists: -0.3%; AID2073: -15.3%; NOD1 inhibition: -7.5%; GPR55 activation: -0.1%; KOR beta-arrestin-1: 5.1%; KOR beta-arrestin-2: -4.0%; HIV peptide binding: -1.4%; GPR35 antagonists: 8.4%

Results for O=C(NC(Nc1nc2ccccc2s1)(C(F)(F)F)C(F)(F)F)c1ccccc1 ?
SIAH1 antagonists: -7.4%; GPR55 antagonists: 5.6%; AID2073: -3.3%; NOD1 inhibition: 14.9%; GPR55 activation: 0.0%; KOR beta-arrestin-1: -24.7%; KOR beta-arrestin-2: -1.0%; HIV peptide binding: -1.8%; GPR35 antagonists: 1.0%

How did Cc1ccc(Nc2ncccc2C(N)=O)cc1 do in these assays?
SIAH1 antagonists: -3.0%; GPR55 antagonists: -4.7%; AID2073: 0.2%; NOD1 inhibition: -29.8%; GPR55 activation: -0.1%; KOR beta-arrestin-1: 18.1%; KOR beta-arrestin-2: 0.9%; HIV peptide binding: 0.9%; GPR35 antagonists: 6.1%

How did Cc1ccnn1CC(=O)N/N=C/c1ccc([N+](=O)[O-])s1 do in these assays?
SIAH1 antagonists: -0.1%; GPR55 antagonists: 4.5%; AID2073: -24.2%; NOD1 inhibition: -4.2%; GPR55 activation: 0.0%; KOR beta-arrestin-1: 22.8%; HIV peptide binding: 6.6%; GPR35 antagonists: -0.9%

How did CC(=O)c1ccc(N2CCC(c3cc(-c4ccc(Cl)cc4)n[nH]3)CC2)c([N+](=O)[O-])c1 do in these assays?
SIAH1 antagonists: -3.6%; GPR55 antagonists: -10.5%; AID2073: 12.8%; NOD1 inhibition: 20.0%; GPR55 activation: 0.0%; KOR beta-arrestin-1: -12.0%; KOR beta-arrestin-2: -0.6%; HIV peptide binding: -2.1%; GPR35 antagonists: 5.6%

What do the screens show for `CC(C)CCNC(=O)c1cc(S(=O)(=O)N2CCc3ccccc32)cn1C`?
SIAH1 antagonists: -2.9%; GPR55 antagonists: 3.9%; AID2073: 9.4%; NOD1 inhibition: 14.1%; GPR55 activation: -0.1%; KOR beta-arrestin-1: -15.2%[20 µM]; KOR beta-arrestin-2: 0.4%; HIV peptide binding: 2.0%; GPR35 antagonists: 4.7%

How did O=C(C[n+]1cccc(/C=N/O)c1)N1CCCc2ccccc21 do in these assays?
SIAH1 antagonists: 4.6%; GPR55 antagonists: 10.4%; AID2073: -1.3%; NOD1 inhibition: -14.8%; GPR55 activation: -0.3%; KOR beta-arrestin-1: -0.8%; KOR beta-arrestin-2: -2.9%; HIV peptide binding: 2.4%; GPR35 antagonists: -6.7%

How did CS(=O)(=O)c1cnc(-c2cccnc2)nc1N do in these assays?
SIAH1 antagonists: 16.7%; GPR55 antagonists: -5.5%; AID2073: -8.4%; NOD1 inhibition: -17.6%; GPR55 activation: -0.1%; KOR beta-arrestin-1: -71.7%[20 µM]; KOR beta-arrestin-2: 2.5%; HIV peptide binding: -0.6%; GPR35 antagonists: 1.1%

Results for COc1ccc(C(=O)N2CCN(c3ccc(C)cc3)CC2)cc1OC ?
SIAH1 antagonists: 0.9%; GPR55 antagonists: -2.1%; AID2073: 5.3%; NOD1 inhibition: -10.8%; GPR55 activation: -0.1%; KOR beta-arrestin-1: -2.7%; KOR beta-arrestin-2: 4.6%; HIV peptide binding: 1.1%; GPR35 antagonists: 0.8%

Results for Cc1cccc(CN2CCN(Cc3ccc(-n4cccn4)cc3)CC2CCO)n1 (configuration not stated) ?
SIAH1 antagonists: 5.2%; GPR55 antagonists: 4.7%; AID2073: 10.5%; NOD1 inhibition: -8.8%; GPR55 activation: 0.4%; KOR beta-arrestin-1: 11.3%; KOR beta-arrestin-2: -3.1%; HIV peptide binding: 1.6%; GPR35 antagonists: -2.9%

Results for O=C(NN1CCN(Cc2ccccc2)CC1)c1ccc(N2CCOCC2)c([N+](=O)[O-])c1 ?
SIAH1 antagonists: -7.5%; GPR55 antagonists: -2.4%; AID2073: 4.4%; NOD1 inhibition: -8.7%; GPR55 activation: -0.3%; KOR beta-arrestin-1: 1.0%; KOR beta-arrestin-2: 0.0%; HIV peptide binding: -1.9%; GPR35 antagonists: -5.8%

How did COc1cccc(-n2c(COc3ccc(C)cc3)nnc2SCC(N)=O)c1 do in these assays?
SIAH1 antagonists: -0.9%; GPR55 antagonists: 3.8%; AID2073: -3.3%; NOD1 inhibition: -2.8%; GPR55 activation: 0.1%; KOR beta-arrestin-1: -27.7%; KOR beta-arrestin-2: -5.8%; HIV peptide binding: 0.7%; GPR35 antagonists: 4.9%

What do the screens show for `Cc1cc(C)cc(NC(=O)c2cccnc2)c1`?
SIAH1 antagonists: 2.7%; GPR55 antagonists: 12.2%; AID2073: 8.8%; NOD1 inhibition: 30.7%; GPR55 activation: 0.7%; KOR beta-arrestin-1: -16.5%; KOR beta-arrestin-2: 1.9%; HIV peptide binding: 1.6%; GPR35 antagonists: -7.6%

What do the screens show for `O=C1CC(C(F)(F)F)=NN1`?
SIAH1 antagonists: 3.6%; GPR55 antagonists: 7.2%; AID2073: 8.0%; NOD1 inhibition: -4.9%; GPR55 activation: 0.3%; KOR beta-arrestin-1: 1.0%; KOR beta-arrestin-2: -2.0%; HIV peptide binding: -2.3%; GPR35 antagonists: 21.1%

How did COc1ccc(/C=N/NC(=O)c2ccoc2C)cc1OC do in these assays?
SIAH1 antagonists: -1.4%; GPR55 antagonists: -15.8%; AID2073: -3.0%; NOD1 inhibition: -53.4%; GPR55 activation: -0.2%; KOR beta-arrestin-1: 6.1%; KOR beta-arrestin-2: 2.7%; HIV peptide binding: -1.3%; GPR35 antagonists: -7.6%

What do the screens show for `Cn1c(=O)c2c(nc(CN3CCc4ccccc4C3)n2Cc2ccccc2)n(C)c1=O`?
SIAH1 antagonists: -3.0%; GPR55 antagonists: 10.9%; AID2073: 11.8%; NOD1 inhibition: 2.0%; GPR55 activation: 0.5%; KOR beta-arrestin-1: -6.0%; KOR beta-arrestin-2: 12.7%; HIV peptide binding: 2.3%; GPR35 antagonists: -6.3%

What do the screens show for `O=c1[nH]c(NNC(=S)NC2CCCCC2)nc2c1C1(CCCC1)Cc1ccccc1-2`?
SIAH1 antagonists: 0.2%; GPR55 antagonists: 0.0%; AID2073: 9.0%; NOD1 inhibition: -6.1%; GPR55 activation: -0.1%; KOR beta-arrestin-1: 13.6%; KOR beta-arrestin-2: -0.6%; HIV peptide binding: 10.5%; GPR35 antagonists: -8.9%

How did COc1ccc(C(C(=O)OC(C)CN(C)C)c2ccccc2)cc1 (configuration not stated) do in these assays?
SIAH1 antagonists: -3.7%; GPR55 antagonists: -9.4%; AID2073: -10.0%; NOD1 inhibition: -4.4%; GPR55 activation: 0.4%; KOR beta-arrestin-1: -6.3%; KOR beta-arrestin-2: 1.2%; HIV peptide binding: -0.9%; GPR35 antagonists: 17.8%

What do the screens show for `O=C(O)c1cccc(N=NN2CCCCCC2)c1`?
SIAH1 antagonists: 1.4%; GPR55 antagonists: 3.8%; AID2073: 1.3%; NOD1 inhibition: 29.5%; GPR55 activation: -0.2%; KOR beta-arrestin-1: -2.8%; KOR beta-arrestin-2: -1.4%; HIV peptide binding: 0.3%; GPR35 antagonists: -5.9%

Results for O=C(Nc1ccc(-c2ccccc2)cc1)c1ccccc1 ?
SIAH1 antagonists: -2.5%; GPR55 antagonists: 7.0%; AID2073: 5.4%; NOD1 inhibition: -27.8%; GPR55 activation: -0.2%; KOR beta-arrestin-1: -6.8%[20 µM]; KOR beta-arrestin-2: -4.3%; HIV peptide binding: -1.9%; GPR35 antagonists: 0.5%

How did Cc1ccc(NC(=O)c2ccccc2Cl)cc1-n1cnnn1 do in these assays?
SIAH1 antagonists: 2.2%; GPR55 antagonists: 6.0%; AID2073: 6.2%; NOD1 inhibition: -38.3%; GPR55 activation: 0.2%; KOR beta-arrestin-1: 5.9%[20 µM]; KOR beta-arrestin-2: 0.2%; HIV peptide binding: 0.2%; GPR35 antagonists: 5.2%

What do the screens show for `Brc1ccc(-c2n(-c3ccccn3)c3ccccc3[n+]2-c2ccccn2)cc1`?
SIAH1 antagonists: -1.0%; GPR55 antagonists: 11.1%; AID2073: 9.1%; NOD1 inhibition: 3.5%; GPR55 activation: -0.1%; KOR beta-arrestin-1: 16.5%; KOR beta-arrestin-2: -2.7%; HIV peptide binding: 4.0%; GPR35 antagonists: -2.2%

How did CC(=O)c1ccc(-n2c(CCC(=O)O)ccc2-c2ccc(Br)cc2)cc1 do in these assays?
SIAH1 antagonists: 1.4%; GPR55 antagonists: 4.6%; AID2073: 25.7%; NOD1 inhibition: -5.4%; GPR55 activation: 0.0%; KOR beta-arrestin-1: 5.5%; KOR beta-arrestin-2: 2.4%; HIV peptide binding: 9.5%; GPR35 antagonists: -9.7%
